MCL1 BIM primary: inhibitors of MCL1 binding to BIM-BH3, primary screen, biochemical, fluorescence polarization; Induced myeloid leukemia cell differentiation protein Mcl-1 (Homo sapiens), Q07820; GST-MCL1 / FITC-Bim-BH3 fluorescence polarization; inhibition, % at 10.9 µM; 320,000 tested, 0.68% active; AID 2057, 2009;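 active means inhibition above the mean inhibition of all tested compounds plus 3 SD, set per campaign, cut at about 40% in these data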;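 further: 0% = DMSO wells and 100% = unlabeled Bim-BH3 peptide control; higher means more loss of mP so more displacement of Bim peptide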
Fam108B inh: mouse Fam108B serine hydrolase inhibitors, primary screen, counter-screen for RBBP9 inhibitor project, biochemical, fluorescence polarization | recombinant Fam108B, FP-Rh probe fluorescence polarization | inhibition, % at 9.51 µM | 300,000 tested, 0.33% active | AID 1947, 2009;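 active means inhibition above the screen mean inhibition plus 3 SD, computed separately per campaign, cut at about 18% in these data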;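 further: inhibitors lower polarization as less probe binds the enzyme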
Efflux pump mplx: inhibitors of Candida efflux pumps in yeast, primary screen, S. cerevisiae, Nile Red, multiplex | 330,000 tested, 0.44% active | AID 485275, 2010 | S. cerevisiae Candida pump triplex | inhibition, % at 10 µM;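 active means plate passing quality check with inhibition over a set limit, or well fluorescence over plate mean plus 4 SD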;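 further: Nile Red retained in pooled yeast measured as flow cytometry median fluorescence; 0% = buffer negative control and 100% = Enniatin B positive control; higher means more Nile Red kept so more efflux inhibition; some compounds called inactive have numbers as strong as hits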
GRK2 inh: compounds blocking aptamer binding on GRK2 – biochemical, human GRK2, bead flow cytometry, HTS, primary screen; Beta-adrenergic receptor kinase 1 (Homo sapiens), P25098; 330,000 tested, 0.59% active; AID 488847, 2010; inhibition of aptamer binding, % at 10 µM; FAM-aptamer displacement from GRK2;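 active means inhibition of aptamer binding above 40%, roughly 3 SD of noise, on plates passing a quality check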;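 further: median bead fluorescence of bound FAM aptamer so fluorescent compounds give negative values; no value below 0 was filed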
MEX-5 binding: MEX-5 zinc finger RNA-binding disruptors – biochemical, C. elegans, fluorescence polarization, MLPCN library, primary screen. Zinc finger protein mex-5 (Caenorhabditis elegans), Q9XUB2. MEX-5/FITC-TCR2 RNA binding; stronger effect = lower value. activity score (negative = inhibition of binding), % at 10 µM. 300,000 tested, 0.38% active. AID 1832, 2009;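 active means inhibition past about -25% in most replicates, and total fluorescence under double the plate's negative control median, limit read from the data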;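 further: 0% = DMSO and -100% = 5 µM competing unlabeled TCR2 RNA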
VLA-4 inh: inhibition in human VLA-4 binding assay, primary screen, VLA-4 allosteric modulator project, MLPCN library, flow cytometry, VLA-4 expressing cells; ligand binding flow cytometry; Integrin alpha-4 (Homo sapiens), P13612; inhibition, % (about 7 µM as worked out from the volumes in the protocol); AID 2557, 2010; 330,000 tested, 0.2% active; in the data active means inhibition above about 50%
Target sequence (P13612 whole entry, looked up): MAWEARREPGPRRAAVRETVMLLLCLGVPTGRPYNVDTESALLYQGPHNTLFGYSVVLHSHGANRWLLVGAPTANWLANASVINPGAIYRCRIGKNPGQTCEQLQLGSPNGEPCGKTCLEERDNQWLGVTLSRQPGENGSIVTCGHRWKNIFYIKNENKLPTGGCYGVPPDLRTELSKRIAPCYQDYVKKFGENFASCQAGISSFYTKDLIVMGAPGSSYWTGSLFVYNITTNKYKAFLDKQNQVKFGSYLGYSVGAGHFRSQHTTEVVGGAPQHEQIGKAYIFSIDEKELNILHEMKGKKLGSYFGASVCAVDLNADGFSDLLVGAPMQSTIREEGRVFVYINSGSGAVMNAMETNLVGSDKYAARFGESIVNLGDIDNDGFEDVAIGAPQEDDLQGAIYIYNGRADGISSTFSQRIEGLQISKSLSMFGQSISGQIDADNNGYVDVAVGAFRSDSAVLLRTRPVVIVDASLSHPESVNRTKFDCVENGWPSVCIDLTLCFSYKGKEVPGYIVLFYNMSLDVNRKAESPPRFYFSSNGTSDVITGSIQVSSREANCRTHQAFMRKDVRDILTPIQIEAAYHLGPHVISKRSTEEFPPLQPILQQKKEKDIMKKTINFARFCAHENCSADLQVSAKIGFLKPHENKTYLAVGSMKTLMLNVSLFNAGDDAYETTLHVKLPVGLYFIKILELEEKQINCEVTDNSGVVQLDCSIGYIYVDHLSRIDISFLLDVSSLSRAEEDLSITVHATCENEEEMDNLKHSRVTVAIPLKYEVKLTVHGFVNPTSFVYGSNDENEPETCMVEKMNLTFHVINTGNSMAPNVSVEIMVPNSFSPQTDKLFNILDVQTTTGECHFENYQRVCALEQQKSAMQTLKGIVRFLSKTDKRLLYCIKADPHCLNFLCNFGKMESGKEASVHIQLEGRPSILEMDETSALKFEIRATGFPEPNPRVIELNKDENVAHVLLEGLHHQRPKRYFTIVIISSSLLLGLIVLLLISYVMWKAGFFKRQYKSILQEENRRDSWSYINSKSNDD
BCLXL inh: inhibitors of human Bcl-xL, primary screen, biochemical, fluorescence polarization, HTS | Bcl-2-like protein 1 (Homo sapiens), Q07817 | GST-Bcl-xL / FITC-Bim BH3 peptide fluorescence polarization | inhibition, % at 10.9 µM | 320,000 tested, 0.7% active | AID 2129, 2009;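 active means inhibition above the mean of all tested compounds plus 3 SD, cutoff set per campaign, cut at about 30% in these data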;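 further: 0% = DMSO wells and 100% = unlabeled Bim-BH3 peptide competitor; inhibitors lower millipolarization by displacing the labeled peptide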
GLD-1 RNA inh: GLD-1/TGE RNA complex disruptors, primary screen, biochemical, fluorescence polarization; Female germline-specific tumor suppressor gld-1 (Caenorhabditis elegans), Q17339; purified GLD-1 + fluorescein TGE RNA; inhibition, % at 5.96 µM; 320,000 tested, 0.44% active; AID 2280, 2010;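 active means percent inhibition above a per-plate cutoff, the plate mean of test compounds plus 3 SD, cut at about 30% in these data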;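 further: 0% = DMSO wells with GLD-1 and probe and 100% = wells lacking GLD-1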
PME-1 primary: PME-1 inhibitors via competitive probe labeling, primary screen, biochemical, fluorescence polarization, FP-Rh probe, HTS; recombinant PME-1; 320,000 tested, 0.53% active; inhibition, % at 5.9 µM;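 active means inhibition above the campaign mean of all compounds plus 3 SD, cut at about 26% in these data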;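 further: competitive labeling of PME-1 active site by serine hydrolase directed probe; 0% = PME-1 with DMSO and 100% = wells lacking PME-1 enzyme; inhibitors block probe labeling so polarization falls and inhibition rises; many of its hits are not listed in these tables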
Starred values were filed as active, the others as inactive; · = no result given. Only part of the results is shown; rates above refer to the full screens.

Results follow in this order: MCL1 BIM primary	Fam108B inh	Efflux pump mplx	GRK2 inh	MEX-5 binding	VLA-4 inh	BCLXL inh	GLD-1 RNA inh	PME-1 primary
- CCOc1ccc(-n2c(SCC(N)=O)nnc2-c2cccnc2)cc1
    0	2	0.0	0	-3.5	-4	13	-4	-2
- CCOC(=O)c1c(S(=O)(=O)NCC(=O)N2CCN(c3ccc(OC)cc3)CC2)c(C)n(C)c1C
    -1	1	0.4	0	1.2	16	5	-1	5
- Cc1cc(NC(=O)COc2cccc(C)c2C)no1
    4	0	0.0	0	-1.9	3	2	2	4
- O=C(NCc1ccccc1)C1CCN(S(=O)(=O)c2ccc(Cl)cc2)CC1
    -11	-3	0.1	0	1.8	2	-3	5	44*
- C[C@@H](C(=O)OCC(=O)c1ccccc1)N1C(=O)C2CCCCC2C1=O (stereo partly specified)
    ·	·	0.1	1	·	-9	·	0	·
- COc1ccc(-c2sc3ccc(OC)cc3c2-c2ccc(OC)c(F)c2)cc1
    6	·	0.0	·	·	31	3	11	-1
- Cc1cccc(NC(=O)C2CCCN2C(=O)Oc2ccccc2)c1C (stereo unspecified)
    -3	-3	0.1	0	1.1	15	3	-7	-4
- CCCCCCn1c(=O)c(C(=O)N/N=C/c2cccc(F)c2)c(O)c2ccccc21
    7	-2	0.3	0	-2.0	2	1	-6	-3
- COc1ccc(CC(=O)Nc2cc(Cl)ccc2C(=O)O)cc1
    1	3	-0.1	1	-1.7	5	5	-3	-3
- O=C(CCN1N=C(c2ccccc2)CCC1=O)NC1CCCC1
    1	4	-0.2	0	0.0	-8	3	4	3
- O=C(Nc1c(-c2ccccc2)nc2sccn12)c1ccccc1
    1	-2	0.1	0	1.4	11	3	7	-10
- Cc1ccc(C(=O)N/C(=C/c2cccs2)C(=O)NCC2CCCO2)cc1 (stereo unspecified)
    -3	-1	0.2	0	-0.3	15	2	-4	-1
- Cc1ccc(CS(=O)(=O)CCC(=O)NCc2ccccc2Cl)cc1
    0	1	-0.1	1	1.7	-14	3	-3	-13
- COCCn1c(Cc2ccccc2)nnc1SCC(=O)NC(C)(C)C
    -2	0	0.0	0	1.2	-6	-4	4	3
- O=C1N/C(=N/S(=O)(=O)c2ccccc2)S/C1=C/c1cccnc1
    12	-4	-0.1	0	-4.7	4	4	1	0
- Nc1nonc1C(=O)NCCNCc1cc(Br)ccc1OCc1ccccc1F
    7	-1	0.0	0	-2.0	6	7	7	9
- O=C(NC1CC2CCCC(C1)N2C(=O)Nc1ccc(Cl)c(C(F)(F)F)c1)C1CC1 (stereo unspecified)
    12	4	-0.1	0	-1.8	11	1	2	-13
- CCOC(=O)CSc1nnc(CNc2ccc(F)cc2)o1
    -8	1	0.0	1	-0.3	7	3	-3	4
- CCCC(CCC(=O)OC)(C(=O)OCC)c1csc(N)n1 (stereo unspecified)
    1	2	-0.1	0	2.1	8	3	1	-5
- COc1ccc(CCNC(=O)C2CC(c3cccc([N+](=O)[O-])c3)=NO2)cc1 (stereo unspecified)
    -2	-2	-0.1	1	-2.2	-2	1	-1	4
- COc1ccc(-c2nnc(NC(=O)c3ccc(S(=O)(=O)N4CCc5ccccc5C4)cc3)o2)cc1
    5	-1	0.1	1	2.6	20	-3	-4	3
- Cc1ccc(-n2c(SCC(=O)Nc3cc(C)on3)nc3c(c2=O)SC(C)C3)cc1 (stereo unspecified)
    4	2	0.2	1	1.8	4	4	2	3
- Cc1c(Cl)c([N+](=O)[O-])nn1CC(=O)NC(C)C1CC2CCC1C2 (stereo unspecified)
    1	0	-0.1	2	-1.7	6	1	10	0
- COc1cc(Cn2ccnc2)c(OC)cc1Cn1ccnc1
    8	3	0.1	2	24	6	-3	5	6
- COc1ccc(OC)c(-c2csc(NC(=O)C3=NNC(=O)CC3)n2)c1
    -4	3	0.1	2	-0.2	-3	4	7	-1
- Cc1cc2nc[nH]c2cc1[N+](=O)[O-]
    9	2	-0.1	0	-0.8	-1	7	-6	-1
- COC(=O)c1cnc(Oc2c(Cl)cc(N)cc2Cl)cc1C(F)(F)F
    0	-1	0.0	2	0.4	7	5	14	-3
- Nc1nc(SCC(=O)Nc2ccc(Cl)c(S(=O)(=O)N3CCOCC3)c2)n[nH]1
    7	3	0.0	1	0.0	14	4	9	0
- O=C(Cc1cccs1)N1CCN(S(=O)(=O)c2cccc([N+](=O)[O-])c2)CC1
    4	-1	0.0	0	1.0	20	3	6	7
- Cc1ccc(CN2CCNC(=O)C2CC(=O)N(C)C2CCCCC2)o1 (stereo unspecified)
    4	3	0.1	3	-1.1	9	3	0	1

PME-1 primary: entries above that show a hit.
| mol | MCL1 BIM primary | Efflux pump mplx | GRK2 inh | MEX-5 binding | VLA-4 inh | BCLXL inh | GLD-1 RNA inh | PME-1 primary |
| --- | --- | --- | --- | --- | --- | --- | --- | --- |
| O=C(NCc1ccccc1)C1CCN(S(=O)(=O)c2ccc(Cl)cc2)CC1 | -11 | 0.1 | 0 | 1.8 | 2 | -3 | 5 | 44* |

Next part.
Results follow in this order: MCL1 BIM primary	Fam108B inh	Efflux pump mplx	GRK2 inh	MEX-5 binding	VLA-4 inh	BCLXL inh	GLD-1 RNA inh	PME-1 primary
- COc1ccc(OC)c(C2c3[nH]c4ccccc4c3C[C@H]3C(=O)N(CCCOC(C)C)CC(=O)N23)c1 (stereo partly specified)
    3	4	0.1	2	1.0	2	4	-3	2
- Cc1ccc(NC(=O)N(CCCN2CCOCC2)Cc2cc3cc4c(cc3[nH]c2=O)OCO4)cc1
    -5	-2	0.2	2	-14	-12	2	-1	0
- COc1ccc(NC(=O)CC2CC3CCC2C3)cc1S(=O)(=O)N1CCOCC1 (stereo unspecified)
    ·	·	0.0	0	·	1	·	1	·
- CCCCCCNCc1cccc(Br)c1
    -1	-1	0.0	0	2.1	0	-2	-3	-2
- CCOC(=O)c1ccccc1NC(=O)Cn1cnc2c(cnn2-c2ccccc2)c1=O
    5	-5	-0.2	2	0.5	-2	3	3	-2
- O=C(c1ccc(Sc2cccc(Cl)c2)c([N+](=O)[O-])c1)N1CCN(c2ccccn2)CC1
    -1	-4	0.1	2	0.7	0	-2	-2	9
- CCOc1cc(CNc2ccc(O)cc2)ccc1OCc1ccc(Cl)cc1Cl
    14	16	0.1	3	1.9	-4	17	3	29*
- Nc1c(Sc2ccccc2)c(=O)[nH]c(=O)n1Cc1ccccc1
    0	-1	0.0	18	-0.6	0	1	1	-2
- O=C(Oc1ccc(Cl)c(Cl)c1)C1=CC=CN2CCS(=O)(=O)N=C12
    ·	·	0.0	0	·	4	·	5	·
- CC(SC(=S)N(C)Cc1cccs1)C(=O)O (stereo unspecified)
    5	-3	0.1	2	-1.3	9	4	4	3
- C=CC[C@H](CC(=O)NCCO)C(=O)N[C@H](COC(=O)[C@@H](CC=C)Cc1ccc(F)cc1)C(C)(C)C
    ·	·	-0.2	7	·	-5	·	-2	·
- CN1CCN(c2ccc([N+](=O)[O-])cc2C(=O)c2ccc(Br)cc2)CC1
    -2	4	0.0	0	0.1	33	1	-7	5
- Cc1ccc(SCC(=O)Nc2ccc(C(=O)Nc3ccc(O)cc3)cc2)cc1
    0	-3	0.1	0	-0.6	-4	0	-5	-3
- Cc1ccc(SC(C)C(=O)NCc2ccc(F)cc2)cc1 (stereo unspecified)
    1	-2	0.1	2	1.9	2	5	3	2
- O=C(CSc1nnnn1C1CCCC1)Nc1ccc(F)cc1
    1	-2	-0.1	0	2.0	22	2	1	7
- CC1c2cc3c(cc2CCN1C(=O)c1ccc(Br)cc1)OCCCO3 (stereo unspecified)
    4	3	0.1	0	-0.4	11	5	-4	-2
- CCC(=O)Nc1ccc(C(=O)Nc2ccc(Br)cc2F)cc1
    7	1	0.0	0	-0.5	11	4	8	7
- Cc1nc2ccc(S(=O)(=O)NC(C(=O)N3CCn4c3nc3ccccc34)C(C)C)cc2s1 (stereo unspecified)
    6	-1	-0.3	0	-1.7	-7	5	10	7
- CC1Cc2cc(S(=O)(=O)N3CCC(C(=O)N(C)Cc4ccccc4)CC3)ccc2N1C(=O)C1CC1 (stereo unspecified)
    7	-5	0.0	0	1.1	9	3	-3	2
- COc1cc(Cl)c(C)cc1NC(=O)COC(=O)C1CC1C (stereo unspecified)
    ·	·	0.3	0	·	4	·	4	·
- Cc1[nH]n(-c2ccc(Cl)cc2)c(=O)c1C=Nc1ccc(S(=O)(=O)N2CCOCC2)cc1
    11	6	0.1	2	0.9	-1	1	-2	-2
- O=C(NC1CC1)C1=C[C@@H](c2coc3ccccc3c2=O)C[C@@H](OCc2ccc(CO)cc2)O1
    0	3	0.1	1	0.2	12	-2	4	10
- CCC(NS(=O)(=O)c1ccc(OC)cc1)C(=O)NCCC1=CCCCC1 (stereo unspecified)
    1	3	0.0	1	-1.2	1	5	3	3
- [O-]C1=N/[N+](=C/c2ccc(Cl)cc2)CC1
    9	0	0.0	1	-3.3	5	7	1	2
- CCCNC(=O)Nc1nc(CC(=O)OCC)cs1
    3	4	0.0	0	-1.7	5	1	-3	6
- COc1cc(C(=O)Nc2cc(C(F)(F)F)ccc2-n2cncn2)cc(OC)c1OC
    15	2	0.0	0	0.5	-2	5	3	0
- CCOC(=O)C1=C(C)NC2=C(C(=O)CCC2)C1c1cccnc1 (stereo unspecified)
    3	5	0.0	0	-2.0	3	4	0	-1
- O=C(c1ccc(S(=O)(=O)N2CCOCC2)cc1)N1CCN(c2ccc(F)cc2)CC1
    -3	-3	0.2	1	1.4	-7	-6	-1	-6
- C/C(=N\NC(=S)Nc1cccc(C)c1)c1ccco1
    9	2	-0.3	0	-3.2	17	8	8	5

Exported field by field: entries from further up.
Nc1nc(SCC(=O)Nc2ccc(Cl)c(S(=O)(=O)N3CCOCC3)c2)n[nH]1
  MCL1 BIM primary = 7	Fam108B inh = 3	Efflux pump mplx = 0.0	GRK2 inh = 1	MEX-5 binding = 0.0	VLA-4 inh = 14	BCLXL inh = 4	GLD-1 RNA inh = 9	PME-1 primary = 0

O=C(Cc1cccs1)N1CCN(S(=O)(=O)c2cccc([N+](=O)[O-])c2)CC1
  MCL1 BIM primary = 4	Fam108B inh = -1	Efflux pump mplx = 0.0	GRK2 inh = 0	MEX-5 binding = 1.0	VLA-4 inh = 20	BCLXL inh = 3	GLD-1 RNA inh = 6	PME-1 primary = 7

Cc1ccc(CN2CCNC(=O)C2CC(=O)N(C)C2CCCCC2)o1 (stereo unspecified)
  MCL1 BIM primary = 4	Fam108B inh = 3	Efflux pump mplx = 0.1	GRK2 inh = 3	MEX-5 binding = -1.1	VLA-4 inh = 9	BCLXL inh = 3	GLD-1 RNA inh = 0	PME-1 primary = 1

Source: PubChem BioAssay (several laboratories)
